MmCpn inh – inhibitors of Methanococcus maripaludis chaperonin (MmCpn); purified Mm-Cpn ATPase, ADP Transcreener TR-FRET; Potency, µM (highest dose often 76.9 µM), for the others: at the highest dose activity, negative = inhibition, most hits filed as inhibitors; actives 0.031% (n = 330,000); AID 504842; note: potency is the fitted concentration of half-maximal effect; % is set by controls: 0 for no effect and ±100 for the full control effect; nearly all actives have a fitted effect of over 80% in size
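Purified archaeal chaperonin (25 nM final) was preincubated with compound for 10 min at 37°C, then ATP (10 uM final) was added for 30 min at 37°C in Tris pH 7.4/KCl/MgCl2/DTT buffer. ADP was quantified by HTRF Transcreener TR-FRET.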
CCT chaperon mod – modulators of cytosolic chaperonin (CCT/TRiC) activity; purified chaperonin ATPase assay, HTRF ADP detection, 30 min; activity change, % (test concentration not listed), hits read low; actives 0.3% (n = 360,000); AID 651819; in the data active = activity change below about -30%; note: % is set by controls: 0 for no effect and ±100 for the full control effect
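Enzyme 40 or 20 nM (batch-dependent) in Tris pH 7.4/KCl/MgCl2/DTT; cpd 76 uM single point; ATP 10 uM; 30 min 37 °C; Transcreener ADP HTRF detection, 30 min RT; ratio 665/615.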
TGFb SMAD3 inh – TGF-b pathway inhibition; Potency, µM (highest dose often 46.1 µM), for inactives: at the top dose activity, negative = inhibition, hits mostly inhibitors; HepG2 CAGA-GFP TGF-b/SMAD3 reporter, GFP fluorescence, 18 h; TGF-beta stimulated, 500 pg/mL final; actives 1.2% (n = 410,000); note: potency is the fitted concentration of half-maximal effect; % is set by controls: 0 for no effect and ±100 for the full control effect; nearly all actives have a fitted effect of over 65% in size
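Read-out: total well GFP (ex488/em500-530) summed from mean per-cell fluorescence. Cells: HEPG2 CAGA-GFP, 1% FBS DMEM, 18 h at 37 degrees C with 500 pg/mL final TGF-beta. Unstimulated wells served as the full-inhibition control; stimulated DMSO wells = 0%.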
Nrf2 block – blocks Nrf2 signaling | Potency, µM (doses to about 46 µM), for inactives: top-dose activity change, negative = inhibition, hits mostly inhibitors | actives 2.1% (n = 360,000) | AID 504444 | A549 ARE-Fluc reporter, luciferase luminescence, 18-24 h; note: potency is the fitted concentration of half-maximal effect; % is set by controls: 0 for no effect and ±100 for the full control effect; nearly all actives have a fitted effect of over 60% in size
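Concentration-response testing used A549 ARE_Fluc cells at 5000 cells/well. Following an 18-24 h compound incubation, viability was read by fluorescence (Ex 405/Em 525) and luciferase output by luminescence.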
HepG2 viability – kills HepG2 cells in TGF-b inhibitor counter-screen; HepG2 CAGA-GFP viability, ATP luminescence, 18 h; Potency, µM (titrated, usually from 46.1 µM), for inactives: at the highest dose activity change, negative = cytotoxicity, hits mostly cytotoxic; actives 0.76% (n = 410,000); AID 588856; note: potency is the fitted concentration of half-maximal effect; some results filed as inactive show a strong effect at the top dose
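CellTiter-Glo luminescence gave cytotoxicity after 18 hours at 37 degrees C. The cells were HepG2 CAGA-GFP in 1% FBS DMEM, stimulated with 500 pg/mL TGF-beta after compound addition. %Activity was normalised to no-cell wells (complete cell-killing) and DMSO (no toxicity), and curves were fitted and classified.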
Nrf2 ARE act – activates Nrf2 signaling | AREc32 ARE-luciferase reporter (MCF7-derived line), luminescence, 24 h | Potency, µM (series often up to 46.1 µM), for the others: at the top dose activation, usual class: activators | actives 0.31% (n = 410,000) | AID 624171; note: potency is the fitted concentration of half-maximal effect; % of control where 0% means no effect; nearly all actives have a fitted effect of over 65% in size
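AREc32 cells carrying an ARE-driven firefly luciferase reporter were seeded at 1000 cells/well in OPTI-MEM with 5% FBS, then exposed to compound for 24 hr at 37 deg C. Luminescence was read with Steady-Glo after 30 min at RT.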
A549 viability – kills or reduces viability of A549 cells in Nrf2 counter-screen; A549 ARE-Fluc cells, CellTiter-Fluor viability, 18-24 h; Potency, µM (titrated, usually from 46 µM), inactives show at the highest dose activity change, negative = cytotoxicity, hits mostly inhibitors; actives 0.16% (n = 390,000); AID 504648; note: potency is the fitted concentration of half-maximal effect; % is set by controls: 0 for no effect and ±100 for the full control effect
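Cytotoxicity counterscreen: CellTiter-Fluor fluorescence was measured in A549 ARE_Fluc cells after 18-24 h of compound exposure in a concentration series. The subsequent BugLite luminescent read reports ARE-luciferase activity.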
Abeta rescue – compounds reversing amyloid beta toxicity in yeast | yeast expressing A-beta42, growth rescue, OD600, 48 h; response scale: 0% DMSO, 100% iron-clioquinol control | Potency, µM (titrated, usually from 46.1 µM), for the others: at the top dose growth rescue, usual class: activators | actives 0.063% (n = 410,000); note: potency is the fitted concentration of half-maximal effect; nearly all actives have a fitted effect of over 55% in size
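Yeast A-beta toxicity model in growth medium with pinned compounds, 48 h at 30 C; growth read as absorbance at 600 nm. Normalized to FeCl3/clioquinol equimolar mix (positive) and DMSO (negative).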
pAkt inh – blocks phosphorylation of Akt | Neuro2A IGF-stimulated pAkt S473 HTRF, 20 min; hits give low values | activity change, % for hits at 50 µM | actives 0.32% (n = 360,000); in the data active = activity change below about -80%; inconclusive = mostly about -51% to -80%; note: % is set by controls: 0 for no effect and ±100 for the full control effect
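Single-point screen (50 µM final compound) in Neuro2A cells stimulated 20 min with 6 nM IGF at 37 deg C. After lysis, Ser473-phosphorylated Akt read by HTRF (ex 330 nm, em 615/665 nm) as the 665/615 ratio.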
Active calls of the source: *; i = inactive; ? = inconclusive; . = not tested or not shown; & = joins results of further samples; [ ] = another dose, or the depositor's remark. Unless noted, calls come from the whole dose curve; as a rule, active = well fitted curve in the direction sought with a large enough effect; inconclusive = small, poorly fitted or top-dose-only effect, or another doubt; inactive = no such curve, though single readings can be large; an effect the other way counts as inactive or inconclusive.

Molecule,MmCpn inh,CCT chaperon mod,TGFb SMAD3 inh,Nrf2 block,HepG2 viability,Nrf2 ARE act,A549 viability,Abeta rescue,pAkt inh
CCOc1ccc(NC(=O)CNC(=O)c2nn(-c3ccc(OC)c(OC)c3)c(=O)c3ccccc23)cc1,0%,1.5,-15%,-10%,10%,0.1%,-6%,2%,i
Cc1ccc2nc(N/N=C/c3ccccc3F)nc(-c3ccccc3)c2c1,0%,-1.5,3%,?,4%,0.2%,-6%,19%,i
Cc1c(Cl)c(=O)n2c(=O)c(Cl)c(C)n12,0%,-4.4,4%,-3%,-8%,0.3%,0%,8%,i
CCc1cccc(N2C(=O)N(Cc3c(F)cccc3Cl)c3ccccc3S2(=O)=O)c1,.,.,-15%,.,-8%,-0.8%,6%,8%,.
COc1cccc(OC)c1C(=O)NNS(=O)(=O)c1ccc2ccccc2c1,1%,-1.8,-2%,6%,-3%,-1.1%,0%,2%,i
CN(CC(=O)NCc1cccnc1)S(=O)(=O)c1ccccc1,2%,-0.5,-1%,13%,-7%,0.0%,6%,-15%,i
CC(=O)Nc1ccc(-c2nnc(SCC(=O)Nc3ccc4c(c3)oc3ccccc34)n2C)cc1,-1%,0.6,-7%,?,-19%,4.9%,-23%,4%,i
CCOC(=O)/C(=N/Nc1ccccc1OC)N1CCCc2ccccc21,-1%,-2.4,?,3%,-91%,0.1%,-6%,-2%,i
CC1(C)C(=O)Nc2ccccc2N1C(=O)CSc1nc(-c2ccccc2)cs1,-1%,-2.0,-7%,?,-1%,0.5%,-3%,-6%,i
CN(C)c1cc(-c2ccc(Cl)c(Cl)c2)oc(=O)c1Cl,0%,-2.3,0%,9%,-11%,6.4%,9%,-6%,i
COc1ccc(C2CCc3cc(OC)c(OC)cc3C2NC=O)cc1OC (stereo unspecified),.,1.7,2%,.,-5%,9.6%,.,-11%,i
Cc1cc(C(=O)OCC(=O)Nc2ccc(F)cc2F)c(C)o1,2%,2.3,-6%,?,5%,-0.1%,3%,-21%,i
O=C(COC(=O)c1ccc(NS(=O)(=O)c2cccs2)cc1)NCc1ccco1,1%,-0.7,-29%,-3%,-34%,-0.5%,2%,-1%,i
CC(C)CNS(=O)(=O)c1ccc(CC(C)C)cc1,1%,1.0,-2%,-9%,-11%,0.5%,3%,8%,i
CCCN(CCC)CCCNC(=O)c1cc2c(=O)n(CC)c3ccccc3c2s1,2%,0.3,7%,-2%,-71%,-3.1%,3%,-6%,i
O=C1C=C(c2ccccc2)C[C@H](c2cccs2)[C@H]1n1cnc([N+](=O)[O-])c1,3%,-1.4,0%,3%,3%,3.6%,0%,2%,i
CCN(CCn1cccn1)C(=O)CCc1nnc(Cc2c[nH]c3ccccc23)o1,5%,-6.7,-6%,?,3%,-0.6%,8%,-10%,i
CCc1noc(C)c1C(=O)NNC(=O)c1cc(OC)cc(OC)c1,-2%,-3.1,0%,15%,0%,-0.4%,-3%,-5%,i
CCc1cccc(OCC2Cn3c(nc4c3c(=O)[nH]c(=O)n4C)O2)c1 (stereo unspecified),1%,-3.0,0%,?,-22%,0.2%,-9%,8%,i
Cc1ccccc1C(=O)N/N=C/c1cccc2ccccc12,2%,0.6,5%,11%,2%,3.1%,-2%,11%,i
CC(C)N(CCc1ccncc1)C(=S)Nc1ccc(F)c(Cl)c1,2%,-0.5,-17%,-8%,-7%,0.5%,-8%,7%,i
COc1ccc(CC(=O)NC2CCN(CC(=O)Nc3ccc4c(c3)OCCO4)CC2)cc1OC,1%,0.6,42%[activator],-9%,-23%,0.3%,-10%,11%,i
COc1ccc(CCNC(=O)COc2ccccc2[N+](=O)[O-])cc1OC,2%,1.1,-5%,-3%,-18%,2.4%,2%,2%,i
CCOC(=O)c1cnc2c(C)cccc2c1NCCc1ccc(OC)c(OC)c1,-3%,-0.3,-19%&-16%,-22%,-20%&-49%,1.2%&0.6%,-25%&-17%,-9%&14%,i
CC1(C(=O)NC2CCCCCCC2)CCC(=O)N1CCN1CCOCC1 (stereo unspecified),-1%,-0.3,7%,-5%,15%,-0.8%,-2%,9%,i
CCC(Sc1nc2ccsc2c(=O)n1CCC(=O)O)C(=O)Nc1ccc(Cl)cc1 (stereo unspecified),.,1.2,-6%,.,2%,-0.7%,.,1%,i
CC(=O)NC(Cc1ccccc1)C(=O)NC1CCN(C(=O)NC2CCCCC2)CC1 (stereo unspecified),-1%,-0.3,-7%,.,12%,-0.6%,-2%,12%,i
CC(C)c1c(O)nc(SCC(=O)N2CCOCC2)[nH]c1=O,0%,1.3,8%,11%,-7%,-0.5%,-1%,2%,i
O=C(NCC1CCCO1)c1coc2nc3ccccc3nc12 (stereo unspecified),-1%,-2.5,4%,4%,-20%,4.2%,-11%,-2%,i
c1ccc(-c2onc(-c3ccco3)c2-c2ccc3c(c2)OCO3)cc1,0%,1.3,?,4%,-33%&3%,7.7%,8%,-8%,i

Taken from above.
Cc1ccccc1C(=O)N/N=C/c1cccc2ccccc12 in HepG2 viability is listed with 2%
CCCN(CCC)CCCNC(=O)c1cc2c(=O)n(CC)c3ccccc3c2s1 in Nrf2 ARE act is listed with -3.1%

Next part:
Molecule,MmCpn inh,CCT chaperon mod,TGFb SMAD3 inh,Nrf2 block,HepG2 viability,Nrf2 ARE act,A549 viability,Abeta rescue,pAkt inh
Oc1ccccc1/C=N/n1cnn(Cc2ccccc2Cl)c1=S,1%,-4.3,-2%,6%,2%,-0.8%,-6%,-9%,i
Cc1ccc(NC2c3ncccc3C(=O)N2c2ccccc2C)cc1C (stereo unspecified),-11%,0.5,?,8%,-23%,5.4%,-3%,-22%,i
O=C(O)Cc1ccc(NC2(c3ccccc3)C(=O)c3ccccc3C2=O)cc1,.,.,23%,?,4%,-0.6%,3%,0%,.
CCN(CC)C(=O)C1=C(C)N(CCCOC)C(=O)C(CC(=O)NCC2CCCCC2)C1 (stereo unspecified),.,0.5,16%,.,2%,0.1%,.,6%,i
CSc1ccccc1NC(=O)c1cc(CC(C)C)on1,2%,2.0,4%,7%,3%,7.2%,5%,2%,i
CC(=O)c1cccc(-c2cnc3c(NC=O)cc(-c4ccc(C(=O)N5CCOCC5)cc4)cn23)c1,.,-0.7,?,.,-9%,7.8%,.,-3%,i
CCNc1sc(S(C)(=O)=O)nc1S(=O)(=O)c1ccc(C)cc1,.,.,3%,?,-14%,-0.4%,28%,-14%,.
Cc1ccc(NC2=C/C(=N/S(=O)(=O)c3cccs3)c3ccccc3C2=O)cc1,0%,-3.7,?,?,4µM*,-3.1%,?,-15%,i
Cn1c(SCC(=O)Nc2cccc(F)c2)nc2c([nH]c3ccccc32)c1=O,-5%,-1.6,25%,?,1%,-0.9%,-15%,3%,i
O=C(NCCc1nc2ccccc2[nH]1)/C(=C/c1ccco1)NC(=O)c1ccccc1Br,0%,0.6,7%,15%,-3%,-0.8%[9.22 µM],27%,-6%,i
Cc1ccc(CN2CCN(/N=C/c3sccc3C)CC2)c(C)c1,1%,-2.5,0%,-16%,-30%,0.1%,5%,-2%,i
CC1c2ccsc2CCN1S(=O)(=O)c1cccs1 (stereo unspecified),0%,1.6,11%,-10%,4%,-0.6%,-2%,15%,i
CCCCc1nnc(NC(=O)CSCc2cc(=O)n3ccsc3n2)s1,2%,1.2,4%,11%,0%,-0.2%,-2%,5%,i
Oc1ccc(C[C@H]2CNC(=S)N2C[C@H]2CCCN2C[C@H](Cc2ccccc2)N2C[C@H](Cc3ccc(O)cc3)N(CCc3ccccc3)C2=S)cc1,.,0.2,7.1µM*,.,2%,0.5%,.,7%,i
O=C(Nc1c(O)c2ccccc2[nH]c1=O)c1ccco1,1%,2.4,1%,6%,-8%,10µM*,2%,21%,i
CCOc1ccccc1N(CC(=O)Nc1ccc2c(c1)OCO2)S(C)(=O)=O,0%,1.0,-3%,18%,3%,-0.3%,0%,5%,i
O=C(Cc1cccs1)N(c1ccc(F)cc1)C1(C(=O)NC2CCCCC2)CCCC1,-1%,-1.4,-37%,-4%,-18%,0.3%,-12%,5%,i
O=C1CC2(CCN(C(=O)c3cccc(Br)c3)CC2)Oc2ccccc21,2%,3.8,?,0%,-26%,2.5%,1%,2%,i
CC1c2[nH]c3ccccc3c2CCN1S(C)(=O)=O (stereo unspecified),1%,-1.2,-18%,-2%,6%,-0.7%,4%,24%,i
COc1ccc2c(C)cc(SCC(=O)c3ccc4c(c3)OCO4)nc2c1,?,1.2,23%,6%,-20%,6.3%,11%,-6%,i
Nc1ccc2nc(SCC(=O)Nc3ccc(N4CCOCC4)c(Cl)c3)sc2c1,-2%,2.3,-9%,?,12%,11%,-16%,-20%,i
O=C(c1cccs1)N1CCN(Cc2ccncc2)CC1,-3%,0.3,-1%,-7%,6%,-0.2%,-3%,9%,i
Cn1c(=O)c2c(nc3n2CC(COc2ccccc2)O3)n(C)c1=O (stereo unspecified),0%,-1.2,1%,-11%,-21%,-0.6%,0%,-7%,i
CC(C)CSc1nnc2c(n1)[nH]c1ccccc12,-1%,1.6,2%,?,-4%,2.7%,1%,-6%,i
COc1ccccc1C(=O)Nc1ccc(N2CCN(Cc3ccccc3)CC2)cc1,1%,-2.7,1%,-5%,-4%,2.0%,-4%,23%,i
